# LYPLA1 inh = LYPLA1 (human) inhibition in PME1 counter-screen | O75608 | recombinant LYPLA1, FP-Rh probe fluorescence polarization | inhibition, % at 5.9 µM | actives 0.16% (n = 320,000) | AID 2174;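 active = inhibition above the mean of all tested compounds plus 3 SD, set per campaign, cut at about 14% in these data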;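 note: inhibitors block serine hydrolase probe labeling of LYPLA1 so polarization falls; 0% = enzyme with DMSO and 100% = wells lacking LYPLA1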
# Target sequence (O75608 whole entry, looked up): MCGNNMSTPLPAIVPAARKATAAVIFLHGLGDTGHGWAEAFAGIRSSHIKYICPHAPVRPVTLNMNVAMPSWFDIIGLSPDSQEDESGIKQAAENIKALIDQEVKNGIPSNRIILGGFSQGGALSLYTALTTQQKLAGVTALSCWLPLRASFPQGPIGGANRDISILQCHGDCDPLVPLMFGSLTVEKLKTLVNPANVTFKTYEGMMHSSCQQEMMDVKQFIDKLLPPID
# Fam108B counter = counter-screen for RBBP9 inhibitors: inhibitors of mouse Fam108B. actives 0.33% (n = 300,000). AID 1947. inhibition, % at 9.51 µM. recombinant Fam108B, FP-Rh probe fluorescence polarization;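 active = inhibition above the screen mean inhibition plus 3 SD, computed separately per campaign, cut at about 18% in these data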;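 note: inhibitors lower polarization as less probe binds the enzyme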
# PAD4 inh = inhibitors of human PAD4; Q9UM07; recombinant PAD4, RCA probe fluorescence polarization; inhibition, % at 6.36 µM; actives 0.41% (n = 330,000); AID 485272;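 active = percent inhibition above a cutoff equal to the mean of all tested compounds plus 3 SD, cut at about 15% in these data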;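 note: 0% = PAD4 with RCA probe and DMSO and 100% = probe without PAD4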
# PAFAH1B3 inh = inhibitors of human PAFAH1B3; recombinant PAFAH1B3, FP-rhodamine probe, fluorescence polarization; inhibition, % at 3.39 µM; actives 0.28% (n = 340,000); AID 492972;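 active = inhibition above the screen-wide average of all tested compounds plus 3 SD, cut at about 25% in these data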;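 note: 0% = enzyme with DMSO only and 100% = wells lacking PAFAH1B3 protein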
# GSTO1 counter = counter-screen for RBBP9 inhibitors: inhibitors of human GSTO1 | P78417 | recombinant GSTO1, activity-based probe fluorescence polarization | inhibition, % at 5.96 µM | actives 1.1% (n = 300,000) | AID 1974;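 active = inhibition above the campaign mean inhibition plus 3 SD, cut at about 35% in these data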;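 note: 0% = GSTO1-1 with DMSO and 100% = wells lacking GSTO1-1 enzyme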
# Target sequence (P78417 whole entry, looked up): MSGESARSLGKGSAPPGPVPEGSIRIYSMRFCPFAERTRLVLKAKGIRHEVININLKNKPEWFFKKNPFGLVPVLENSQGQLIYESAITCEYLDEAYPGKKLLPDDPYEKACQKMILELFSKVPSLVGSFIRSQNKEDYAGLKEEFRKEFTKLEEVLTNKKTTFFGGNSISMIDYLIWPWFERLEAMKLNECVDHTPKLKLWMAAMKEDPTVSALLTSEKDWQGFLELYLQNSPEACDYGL
# pPAFAH FP inh = pPAFAH (human) enzyme inhibition; Q13093; recombinant pPAFAH, FP-rhodamine probe fluorescence polarization; inhibition, % at 3.39 µM; actives 1.5% (n = 330,000); AID 463082;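 active = inhibition above the mean inhibition across the screen plus 3 SD, cut at about 25% in these data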;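 note: inhibitors block binding of the rhodamine activity-based probe so polarization drops; 0% = enzyme with DMSO and 100% = wells lacking pPAFAH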
# PAFAH2 inh = PAFAH2 (human) inhibition. inhibition, % at 3.39 µM. Q99487. recombinant PAFAH2, FP-rhodamine activity probe, fluorescence polarization. actives 0.99% (n = 340,000);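 active = inhibition above the mean over all tested compounds plus 3 SD, cut at about 30% in these data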;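 note: inhibitors block probe labeling of enzyme so polarization drops; 0% = enzyme with DMSO and 100% = wells lacking PAFAH2 protein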
# PAFAH1B2 inh = inhibitors of human PAFAH1B2. inhibition, % at 3.39 µM. actives 1.2% (n = 340,000). recombinant PAFAH1B2, FP-rhodamine activity probe, fluorescence polarization. P68402;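 active = inhibition above the mean of all tested compounds plus 3 SD, cut at about 24% in these data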;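 note: 0% = enzyme with DMSO and 100% = wells lacking PAFAH1B2; many of its hits are not listed in these tables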
# Target sequence (P68402 whole entry, looked up): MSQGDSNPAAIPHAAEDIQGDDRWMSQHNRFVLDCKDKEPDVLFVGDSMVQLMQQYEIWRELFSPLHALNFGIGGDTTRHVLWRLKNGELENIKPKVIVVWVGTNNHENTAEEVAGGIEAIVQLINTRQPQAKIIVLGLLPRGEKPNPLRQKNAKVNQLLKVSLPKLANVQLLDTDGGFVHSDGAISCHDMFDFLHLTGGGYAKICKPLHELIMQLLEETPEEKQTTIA
# PME-1 primary = blocks human protein phosphatase methylesterase 1. Q9Y570. recombinant PME-1, FP-Rh probe fluorescence polarization. inhibition, % at 5.9 µM. actives 0.53% (n = 320,000). AID 2130;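 active = inhibition above the campaign mean of all compounds plus 3 SD, cut at about 26% in these data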;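 note: competitive labeling of PME-1 active site by serine hydrolase directed probe; 0% = PME-1 with DMSO and 100% = wells lacking PME-1 enzyme; inhibitors block probe labeling so polarization falls and inhibition rises; many of its hits are not listed in these tables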
# Active calls of the source: *; . = no result given. Only part of the results is shown, so the mix of outcomes need not match the whole.
1. CCN(Cc1ccncc1)C(=O)c1ccc(C)o1
2. O=C(Nc1ccccn1)NC1CCCCC1
3. CC1(C)Oc2ccc3ccc(=O)oc3c2C(N2CCCCC2)C1O (stereo not drawn)
4. Cc1ccc(NC(=O)c2cc(S(=O)(=O)N(C)C)ccc2N2CCCC2)cc1S(=O)(=O)N(C)C
5. O=C(Cn1sc2ccccc2c1=O)NC12CC3CC(CC(C3)C1)C2
6. COc1ccc(NC(=O)CN(C)CC(=O)N2CC(=O)Nc3ccccc32)cc1
7. CCOc1ccc(N(CC(=O)NCc2ccccc2)S(=O)(=O)c2c(C)noc2C)cc1
8. C[C@H](NC(=O)[C@H]1N2C(=O)c3ccccc3C2SC1(C)C)C(=O)N1CCN(C)CC1 (stereo partly drawn)

Screen / compound no.	1	2	3	4	5	6	7	8
LYPLA1 inh	0.4	1.4	0.6	0.9	-5.6	.	-0.2	-1.7
Fam108B counter	-0.9	3.3	1.5	-2.7	-2.8	.	-0.2	-0.8
PAD4 inh	-1.9	-5.3	-3.9	4.2	16.4*	-4.0	-0.9	-2.4
PAFAH1B3 inh	1.8	8.7	-3.0	8.8	-2.8	0.8	0.6	6.0
GSTO1 counter	-2.4	7.7	-3.6	2.4	1.6	.	-0.5	7.2
pPAFAH FP inh	-2.9	9.5	3.0	4.4	2.7	-0.2	2.9	-4.0
PAFAH2 inh	0.6	3.6	-6.5	4.5	12.1	8.1	-2.3	-3.8
PAFAH1B2 inh	2.4	1.7	2.0	6.8	22.0	6.5	-0.4	-0.4
PME-1 primary	7.0	1.9	3.1	-7.3	-0.8	.	0.6	-12.0

9. Cc1ccc(NC(=O)C(c2ccccc2)N2CCN(CC(=O)NC3CC3)CC2)cc1Cl (stereo not drawn)
10. CC(C)CCNC(=O)CN1C(=O)NC(c2ccccc2)(c2ccccc2)C1=O
11. CCOC(=O)/C(C#N)=C1/SC(CC)C(=O)N1c1ccc(C)cc1 (stereo not drawn)
12. CCOc1ccc(/C=N/N2C(C)CCCC2C)cc1 (stereo not drawn)
13. CCOCc1cnc(C)nc1NCC(=O)c1c(C)[nH]c2cc(C)ccc12
14. CN(C)c1nc(N(C)C)n(Cc2c(Cl)cccc2Cl)n1
15. Cc1ccc(C)c(OCCC(=O)OCC(=O)Nc2cc(S(=O)(=O)N3CCCCC3)ccc2C)c1
16. NC(=O)c1ccc[n+](Cc2cccc3ccccc23)c1

Screen / compound no.	9	10	11	12	13	14	15	16
LYPLA1 inh	-2.8	-3.6	0.2	-5.0	0.6	0.3	.	-1.4
Fam108B counter	.	1.2	-3.2	-0.7	1.3	2.1	.	2.5
PAD4 inh	1.7	-3.6	2.9	-1.6	1.5	-0.1	2.1	-3.8
PAFAH1B3 inh	-0.2	2.7	4.9	7.8	5.5	3.7	1.1	5.5
GSTO1 counter	.	0.7	-3.7	-1.1	12.3	4.0	.	1.9
pPAFAH FP inh	0.4	0.9	3.8	-8.3	-6.0	-0.5	18.6	1.3
PAFAH2 inh	-1.4	0.4	0.3	2.6	-1.6	1.0	1.3	-8.9
PAFAH1B2 inh	-3.1	3.8	0.5	3.4	1.1	3.4	0.3	-1.6
PME-1 primary	0.9	2.1	-6.6	-2.3	2.3	-2.3	.	2.5

# As a working copy, 6 of the compounds above.
8. C[C@H](NC(=O)[C@H]1N2C(=O)c3ccccc3C2SC1(C)C)C(=O)N1CCN(C)CC1 (stereo partly drawn)
9. Cc1ccc(NC(=O)C(c2ccccc2)N2CCN(CC(=O)NC3CC3)CC2)cc1Cl (stereo not drawn)
10. CC(C)CCNC(=O)CN1C(=O)NC(c2ccccc2)(c2ccccc2)C1=O
11. CCOC(=O)/C(C#N)=C1/SC(CC)C(=O)N1c1ccc(C)cc1 (stereo not drawn)
12. CCOc1ccc(/C=N/N2C(C)CCCC2C)cc1 (stereo not drawn)
13. CCOCc1cnc(C)nc1NCC(=O)c1c(C)[nH]c2cc(C)ccc12

Screen / compound no.	8	9	10	11	12	13
LYPLA1 inh	-1.7	-2.8	-3.6	0.2	-5.0	0.6
Fam108B counter	-0.8	.	1.2	-3.2	-0.7	1.3
PAD4 inh	-2.4	1.7	-3.6	2.9	-1.6	1.5
PAFAH1B3 inh	6.0	-0.2	2.7	4.9	7.8	5.5
GSTO1 counter	7.2	.	0.7	-3.7	-1.1	12.3
pPAFAH FP inh	-4.0	0.4	0.9	3.8	-8.3	-6.0
PAFAH2 inh	-3.8	-1.4	0.4	0.3	2.6	-1.6
PAFAH1B2 inh	-0.4	-3.1	3.8	0.5	3.4	1.1
PME-1 primary	-12.0	0.9	2.1	-6.6	-2.3	2.3

# Continuation.
17. CC(C)n1nccc1N(Cc1ccc(C#N)cc1)S(=O)(=O)c1ccccc1
18. COc1ccccc1N1CCN(C(=O)c2ccc(Cn3c(=S)[nH]c4cc5c(cc4c3=O)OCO5)cc2)CC1
19. COc1ccc(CNC(=O)C2CCN(S(=O)(=O)N3CCOCC3)CC2)cc1
20. CC(=O)c1cccc(NC(=O)CSc2nc(N3CCCCC3)nc(N3CCCCC3)n2)c1
21. O=C(CCC(=O)N/N=C/c1ccc(Br)o1)N/N=C/c1ccc(Br)o1
22. O=C(NCCOc1ccccc1)c1ccccc1
23. O=C(NNC(=S)NCc1ccccc1)c1ccc2c(c1)OCO2
24. N#C/C(C(=O)N1CCCCC1)=C1/N=C(N)c2ccccc21

Screen / compound no.	17	18	19	20	21	22	23	24
LYPLA1 inh	-0.1	-0.2	-0.6	-2.2	-3.3	-1.2	1.5	-2.9
Fam108B counter	1.9	-0.7	-4.8	-3.8	-2.1	-1.3	6.8	-0.7
PAD4 inh	0.1	-1.4	-11.4	0.0	1.5	-1.4	-4.4	4.0
PAFAH1B3 inh	2.0	2.9	5.1	1.6	5.1	-2.1	7.3	4.3
GSTO1 counter	0.7	-2.4	2.4	-1.8	1.9	2.8	0.1	-3.1
pPAFAH FP inh	1.4	5.1	-4.7	-8.7	14.6	8.9	3.8	3.6
PAFAH2 inh	6.2	3.6	3.2	0.1	-1.1	3.5	1.8	2.5
PAFAH1B2 inh	10.5	2.4	-0.9	-1.6	3.7	-0.8	1.2	-2.2
PME-1 primary	-6.1	-2.1	-11.1	2.8	-7.4	3.5	0.8	-1.4

# Copied from the list.
# O=C(NCCOc1ccccc1)c1ccccc1 – PAFAH2 inh = 3.5
# N#C/C(C(=O)N1CCCCC1)=C1/N=C(N)c2ccccc21 – pPAFAH FP inh = 3.6

# Going on with the list:
25. CC(=O)C1=C(O)C(=O)N(c2cccnc2)C1c1ccc(Cl)cc1 (stereo not drawn)
26. Cc1ccc(/C=C/C(=O)C2C(=O)c3ccccc3C2=O)cc1
27. O=C(c1ccc(COc2ccccc2Br)o1)N1CCCCCC1
28. COc1cc(/C=N/N2CCN(Cc3ccc(C)cc3)CC2)cc(OC)c1O
29. Cc1ccc(OC(=O)c2ccc3nc(C)sc3c2)cc1

Screen / compound no.	25	26	27	28	29
LYPLA1 inh	2.6	1.0	0.4	5.3	-3.4
Fam108B counter	1.8	3.1	2.3	2.4	-1.2
PAD4 inh	-2.2	-1.6	-2.9	-4.5	-2.0
PAFAH1B3 inh	12.7	10.0	1.5	2.0	.
GSTO1 counter	-2.0	-15.2	3.7	22.0	0.4
pPAFAH FP inh	3.2	7.6	9.1	1.2	-0.1
PAFAH2 inh	2.6	0.9	-0.9	5.2	.
PAFAH1B2 inh	7.8	2.3	-0.3	4.8	.
PME-1 primary	0.9	0.3	6.0	0.8	-2.2

# Compound activity (PubChem BioAssay)
